# OPRM1-OPRD1 ag – agonists of human mu-delta opioid receptor heterodimerization | actives 0.3% (n = 340,000) | activation, % at 9.3 µM | cells, OPRM1-OPRD1 heterodimerization, luminescence; in the data active means activation above about 18%;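 further: 0% = vehicle-treated cells and 100% = reference agonist; values of inactives mirror those of a sister screen read the other way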
# Tat transport – blocks Tat-dependent protein export in E. coli. actives 0.036% (n = 340,000). E. coli MC4100 TorA-mCherry Tat export, fluorescence. inhibition, % at 10 µM. AID 488895;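 active means mean replicate inhibition at least 50% and at least half of replicates individually reaching 50%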;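 further: exported cargo escapes ClpAP degradation while cytoplasmic cargo is degraded and loses fluorescence; 0% = median of neutral control wells and 100% = median of NaSCN control wells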
# HTR5A inv ag – inverse agonist of human HTR5A in OPRM1-OPRD1 counter-screen. P47898. HTR5A cell line, luminescence, inverse agonism. inhibition, % at 9.3 µM. actives 0.083% (n = 340,000). AID 504634; in the data active means inhibition mostly above about 23%, no sharp cut-off; inactive means mostly below about 18%;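 further: 0% = cells with DMSO and 100% = no-cell wells with DMSO; some compounds called inactive have numbers as strong as hits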
# Target sequence (P47898 whole entry, looked up): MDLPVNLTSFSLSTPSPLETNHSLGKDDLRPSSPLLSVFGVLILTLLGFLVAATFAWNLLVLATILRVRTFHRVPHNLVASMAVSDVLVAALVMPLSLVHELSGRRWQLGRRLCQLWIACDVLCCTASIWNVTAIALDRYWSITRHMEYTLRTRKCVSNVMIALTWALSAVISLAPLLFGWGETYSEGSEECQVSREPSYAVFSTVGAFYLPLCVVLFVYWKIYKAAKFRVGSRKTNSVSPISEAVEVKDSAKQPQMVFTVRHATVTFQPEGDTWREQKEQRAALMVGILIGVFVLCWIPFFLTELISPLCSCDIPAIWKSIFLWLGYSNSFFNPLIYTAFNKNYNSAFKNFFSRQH
# phage Ecoli inh – E. coli growth loss with phage present. growth absorbance. inhibition, % at 11.9 µM. actives 0.26% (n = 360,000); in the data active means inhibition above about 11%
# Mot1-301 SUMO – blocks SUMOylation pathway, rescuing yeast Mot1-301 growth; S. cerevisiae Mot1-301 growth rescue, ATP luminescence, 38.5C; percent above DMSO median, 100 means doubled; growth rescue, % at 18.8 µM; actives 1% (n = 320,000); AID 2716;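 active means every valid replicate shows activation above 250% relative to neutral control wells; inactive means the rest, any valid replicate at or below 250%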;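 further: OY570 slx delta 5 strain wells were the positive control but not used for scaling; some compounds called inactive have numbers as strong as hits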
# PKA-R1A act – PKA-R1A complex activation; P00514+P68181; PKA-R1A dissociation, Cy5-IP20 fluorescence polarization; scaled: DMSO 0%, 113 µM cGMP 100%; activation, % at 11.4 µM; actives 0.083% (n = 340,000); AID 504707;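 active means percent activation above the mean of all tested compounds plus 3 SD, cut at about 19% in these data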;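 further: higher means more PKAc released from R1A so a rise in polarization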
# E coli growth – reduces bacterial viability in AddAB counter-screen. E. coli V3065 growth, OD600 absorbance, 18 h. inhibition, % at 11.9 µM. actives 0.27% (n = 330,000);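 active means inhibition above the campaign's mean inhibition across all tested compounds plus 3 SD, cut at about 9.9% in these data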;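 further: uninfected addAB+ strain grown without phage in ampicillin broth; 0% = DMSO wells and 100% = ciprofloxacin 0.95 µg/ml wells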
# PfHsp90 yeast 2 – growth inhibition of yeast expressing Plasmodium Hsp90 | actives 0.32% (n = 310,000) | S. cerevisiae expressing PfHsp90, BacTiter-Glo ATP, 48 h; yeast lacking PDR1 and PDR3 efflux regulators | inhibition, % at 9.4 µM;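 active means every replicate shows inhibition above about 80%, whatever the replicate mean, limit read from the data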;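 further: 0% = DMSO neutral controls and 100% = 20 µM radicicol positive controls; yeast relying on Plasmodium falciparum Hsp90 in place of its own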
# AddAB inh – less growth of phage-infected E. coli with AddAB; E. coli expressing H. pylori AddAB, absorbance growth; inhibition, % at 11.9 µM; actives 0.29% (n = 330,000); AID 435030; in the data active means inhibition above about 12%;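 further: 0% = vehicle wells of infected cells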
# PKA-R2B activ – activators of human PKA-R2B complex; P22694+P31323; PKA-R2B holoenzyme dissociation, Cy5-IP20 fluorescence polarization; R2B truncated from residue 108, S112A mutant; 0% DMSO only, 100% 113 µM cGMP; activation, % at 11.4 µM; actives 0.079% (n = 340,000);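 active means activation above a cutoff set at the mean over all compounds plus 3 SD, cut at about 18% in these data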;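 further: higher means more holoenzyme dissociation and a rise in polarization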
# Target sequence (P31323 whole entry, looked up, other chains not shown, the tested form may be a part): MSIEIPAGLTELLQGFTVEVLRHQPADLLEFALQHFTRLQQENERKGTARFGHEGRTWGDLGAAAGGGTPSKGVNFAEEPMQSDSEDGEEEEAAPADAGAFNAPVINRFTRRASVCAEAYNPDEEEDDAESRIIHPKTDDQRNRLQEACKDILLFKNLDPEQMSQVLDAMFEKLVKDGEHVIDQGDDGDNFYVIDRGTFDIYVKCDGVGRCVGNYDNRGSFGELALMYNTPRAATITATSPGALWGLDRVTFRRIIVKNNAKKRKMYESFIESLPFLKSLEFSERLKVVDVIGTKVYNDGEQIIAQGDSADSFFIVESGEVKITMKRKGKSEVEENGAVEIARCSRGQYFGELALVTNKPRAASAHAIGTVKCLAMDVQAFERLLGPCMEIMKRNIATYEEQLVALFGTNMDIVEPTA
# MOR-DOR inv ag – inverse agonist of human OPRM1-OPRD1 heterodimerization; cell-based MOR-DOR heterodimer luminescence, inverse agonism; actives 0.21% (n = 340,000); inhibition, % at 9.3 µM; in the data active means inhibition above about 22%, passing the limit was not always enough;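 further: 0% = cells with DMSO and 100% = wells without cells with DMSO; values of inactives mirror those of a sister screen read the other way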
# Numbers without * were called inactive; nt = not tested or not shown.
SMILES,OPRM1-OPRD1 ag,Tat transport,HTR5A inv ag,phage Ecoli inh,Mot1-301 SUMO,PKA-R1A act,E coli growth,PfHsp90 yeast 2,AddAB inh,PKA-R2B activ,MOR-DOR inv ag
Cc1nn(Cc2ccc(C(=O)N3CCN(C(=O)c4ccco4)CC3)o2)c(C)c1[N+](=O)[O-],-3.9,4,-18,1.3,0,-6,-0.5,1,0.6,0,20
O=C(ON=C1CCN(S(=O)(=O)c2ccccc2)CC1)c1ccccc1,-1.9,10,-2,-1.9,nt,-1,2.4,nt,0.8,2,11
COc1cccc(OCCNCc2ccccc2)c1,-1.7,4,-11,1.5,0,-2,-0.5,31,5.1,-5,10
CC(CC(=O)O)CC1=NS(=O)(=O)c2ccccc2N1 (stereo not drawn),-2.3,4,9,0.4,-6,-10,1.3,17,-0.1,0,14
CCCCn1c(N)c(N(CCOC)C(=O)CSc2nc3ccc(C)cc3[nH]2)c(=O)[nH]c1=O,-2.2,-2,6,3.1,-17,2,-0.6,-1,-0.5,-4,12
O=C(NNS(=O)(=O)c1ccccc1)c1ccc([N+](=O)[O-])cc1,-2.3,3,-10,-0.4,7,-1,-2.1,-24,1.0,0,12
Cc1cc(C)c(NC(=O)C2CC3CCC2C3)c(C)c1 (stereo not drawn),1.8,3,-7,nt,11,0,0.9,-24,0.3,6,-9
O=C(/C=C/c1ccc(F)cc1)OCC(=O)c1ccc[nH]1,-1.6,-6,6,4.7,9,10,-3.7,-12,-0.9,1,8
CC(C)(C)C(=O)Nc1ccc(C(=O)CSc2nnc(C3CC3)n2C2CC2)cc1,-2.6,-3,5,2.3,11,6,-1.1,-2,-0.1,-6,10
O=C(NNC(=O)c1ccc(Cl)nc1)c1ccncc1,-0.6,-4,-9,-0.7,2,-1,-0.7,24,0.1,-4,2
COc1ccc2c(c1)C=C([C@@H]1C[C@H]3CN(c4ccccc4)C(=O)[C@]34CCCN14)CO2,-2.2,3,3,4.5,-4,1,-0.2,8,3.1,1,11
CC1CCN(S(=O)(=O)c2ccc([N+](=O)[O-])cc2)CC1,4.6,-9,3,1.7,3,-14,0.2,-22,0.7,-4,-22
CCNc1nc(ON=C(C)C)nc(N(C)C)n1,-3.1,-3,9,-0.1,3,0,-0.2,9,1.1,14,16
COc1ccc(-c2nc3ccccc3c(=O)n2O)cc1,-0.6,-2,-9,-0.6,11,-7,-1.4,13,-3.0,10,3
CCOc1ccc(S(=O)(=O)N2CCC(C(=O)NCC3CCCO3)CC2)cc1 (stereo not drawn),-1.6,-4,9,0.7,4,-2,2.7,2,0.6,9,9
Cc1cc(C)n(-c2nc3ccccc3c(=O)n2OCC#N)n1,-4.6,10,4,-0.2,-18,-7,nt,-34,nt,-5,26
CCN(CC)c1ccc(/C=N/N2CCN(c3ccccc3OC)CC2)cc1,2.6,1,-10,-0.2,-5,6,-1.0,15,-1.3,-4,-13
C=CCNC(=O)/C(C#N)=C/c1cc(Br)ccc1OC,3.2,-2,-5,2.3,48,8,1.0,-10,4.2,-4,-15
CCOC(=O)C(CC)Sc1nc2c(c(=O)[nH]c(=O)n2C)n1CCc1ccccc1 (stereo not drawn),-2.2,9,-30,1.0,-1,1,-0.9,22,7.0,-12,12
O=C(CCC(=O)NC1CCCCC1)N/N=C/c1ccncc1,-1.5,1,11,-0.6,2,6,2.5,11,1.6,1,7
COc1ccc(N(CC(=O)NC2CCS(=O)(=O)C2)S(=O)(=O)c2cc(C)ccc2C)cc1 (stereo not drawn),1.5,7,-10,0.5,9,-9,-1.1,27,-1.7,6,-7
Cc1cccc(C)c1NC(=O)CSc1ccc([N+](=O)[O-])cn1,-0.6,-4,-14,2.4,59,-7,0.7,-4,1.7,6,3
O=C(CCSc1nnnn1-c1ccccc1)N1CCOCC1,-1.0,-1,-5,3.3,688*,-3,-2.3,-21,3.1,0,6
O=[n+]1cc(-c2cc3ccccc3o2)n([O-])c2c1CCCC2,-0.8,-15,4,3.9,-16,-5,-2.0,6,3.1,11,5
COc1cc(C2=NOC(C(=O)NCc3cccnc3)C2)cc(OC)c1OC (stereo not drawn),-2.9,-3,-1,3.3,-9,-2,0.5,-20,2.6,-12,13

# More results follow.
SMILES,OPRM1-OPRD1 ag,Tat transport,HTR5A inv ag,phage Ecoli inh,Mot1-301 SUMO,PKA-R1A act,E coli growth,PfHsp90 yeast 2,AddAB inh,PKA-R2B activ,MOR-DOR inv ag
NC(=O)C1CCN(C(=O)CNC(=O)c2ccc(F)cc2)CC1,-2.5,0,-18,2.3,nt,1,-0.3,5,-1.4,8,12
COc1ccccc1NC(=O)CCC(=O)N(Cc1ccc(OC)c(OC)c1)c1nccs1,-2.4,-4,2,5.0,9,-10,3.1,36,0.8,2,12
Cc1ccc(NC(=O)/C(=C\c2ccco2)NC(=O)c2ccco2)cc1,2.3,6,-28,2.4,5,-5,0.9,14,-0.5,1,-19
NC12CC3CC(C1)CC(CC(=O)O)(C3)C2,-1.7,0,-12,3.3,-3,-5,-0.9,-7,0.1,-5,8
O=C(CC1Oc2ccccc2NC1=O)NCCCN1CCN(C2CCCCC2)CC1 (stereo not drawn),-0.5,1,-14,2.7,-13,-3,0.4,-4,6.1,-3,2
O=C(O)COc1ccc(NC(=O)c2cccs2)cc1,-2.5,-4,-3,-0.5,3,6,-1.2,8,-1.8,-4,14
Cc1ccc(C2CC2C(=O)NNC(=S)Nc2ccc(Cl)cc2)cc1 (stereo not drawn),-4.2,-10,-8,5.9,1,-24,-2.0,11,1.2,-9,18
CC(Nc1nc(-c2ccc(Cl)cc2)cs1)c1nc2cc(Cl)c(N3CCCCC3)cc2n1CCOCCO (stereo not drawn),4.8,8,-4,6.2,159,-9,-1.1,16,1.2,-1,-22
CCCCNC(=S)N1CCC(Cc2ccccc2)CC1,2.7,7,0,3.0,91,0,2.2,-2,2.4,-8,-15
O=C(NNC(=O)c1ccccc1O)c1ccc(-c2ccc([N+](=O)[O-])cc2)o1,-1.2,-9,-6,7.7,427,-2,6.9,nt,11,-26,7
O=S(=O)(c1ccc(Cl)s1)N1CCN(CCc2ccccc2)CC1,1.8,0,-3,4.2,-21,-6,0.5,0,2.2,1,-7
COc1cccc(N2C(=O)C3CCCN3C2=S)c1 (stereo not drawn),-2.9,-8,5,0.9,74,2,-2.9,-22,1.5,3,16
CCCn1c(SCC(=O)c2ccc3c(c2)OCCO3)nnc1C(C)C,-0.8,2,-15,1.6,15,-2,2.1,5,0.9,5,5
CN(C(=O)CCc1nc(-c2ccccc2F)no1)c1ccccc1,-1.3,0,2,0.1,-10,-4,-0.5,-1,0.2,-17,7
CC(=O)N1CCc2cc(S(=O)(=O)CCC(=O)Nc3cccc(F)c3)ccc21,0.6,-7,-11,0.5,-11,5,-0.6,13,0.2,-9,-3
CCOC(=O)CC(NC(=O)c1ccco1)c1ccccc1Cl (stereo not drawn),-1.6,2,-5,2.4,634,3,-1.0,2,3.0,1,9
COc1cc(NC(=S)N2CCCC(C)C2)cc(OC)c1OC (stereo not drawn),-0.7,1,-28,1.2,-6,0,-1.1,-20,-0.3,0,5
CCOC(=O)c1cnc(C(C)(C)C)[nH]c1=O,-2.9,-3,2,4.5,-18,3,1.9,3,3.0,-3,12
Cc1csc2ncnc(N3CCN(C(=S)Nc4ccc(C(F)(F)F)cc4)CC3)c12,nt,5,nt,-2.0,62,nt,-1.0,-21,-0.2,nt,nt
CC1(C)CC(=O)C=C(N2CCNCC2)C1,1.1,-2,-12,1.9,-7,-5,1.5,nt,1.8,-12,-6
CCCN=C1N(CC)C[C@@H]2[C@@H]3C(=O)N(C)C(=O)[C@@H]3[C@](CC)(C(=O)OC)N12,-2.8,-5,5,0.7,nt,-6,-0.4,0,0.6,-11,14
COC(=O)c1ccccc1NC(=O)CSc1nnc(-c2cccc(NC(C)=O)c2)n1C,-1.8,-7,4,3.3,281,-8,0.9,11,0.2,-22,10
CSc1ncccc1C(=O)OCC(=O)Nc1ccc(C)c(S(=O)(=O)N2CCOCC2)c1,-0.8,-6,0,3.2,6,-9,0.4,nt,-2.1,1,4
Cc1c(C(N)=O)c(-c2ccccc2)nn1-c1ccccc1,-0.7,-2,17,1.5,56,-5,-1.6,1,5.1,-2,4
CCCCSCCCNC(=O)Nc1cccc(OC)c1,-2.5,-1,6,1.7,549*,-6,-0.6,-1,0.5,-7,11

# The results go on.
SMILES,OPRM1-OPRD1 ag,Tat transport,HTR5A inv ag,phage Ecoli inh,Mot1-301 SUMO,PKA-R1A act,E coli growth,PfHsp90 yeast 2,AddAB inh,PKA-R2B activ,MOR-DOR inv ag
c1ccc(-c2nnc(SCc3nc4ccccc4[nH]3)o2)cc1,-0.6,-4,-2,5.3,-5,4,2.7,0,2.4,14,3
CCNc1cc(Nc2c(C)n(C)n(-c3ccccc3)c2=O)c([N+](=O)[O-])c2nonc12,1.3,-1,-16,1.9,-11,3,-2.7,4,0.0,-3,-6
CCN1C(=O)CC(NC2CCN(C(=O)c3ccc(F)cc3)CC2)C1=O (stereo not drawn),-3.3,-1,-9,0.6,3,-4,-0.7,0,-0.9,-2,18
Cc1nn(-c2ccccc2)c(C)c1-c1nnc(-c2c(C)nn(-c3ccccc3)c2C)o1,-0.3,6,-36,2.2,-3,4,-0.5,-8,3.9,-3,2
Cc1ccc2nc(Cl)c(CN(Cc3cccs3)C(=O)C3CC3)cc2c1,-3.6,3,-2,1.1,12,-5,-1.7,-10,0.4,1,17
N#Cc1c2n(c3c(=O)[nH]cnc13)CCCC2,-0.5,9,-8,0.6,-7,3,2.0,-34,-0.8,-1,3
CCCNC(=O)C(Cc1cccc(Cl)c1)NC(=O)c1ccc(C#N)cc1 (stereo not drawn),-3.6,-11,-21,2.7,-8,0,0.0,5,2.1,-2,17
CCOC(=O)C1CCCN(C(=O)c2cnn3c(C(F)F)cc(-c4ccc(C)cc4)nc23)C1 (stereo not drawn),-0.6,10,-20,-0.9,12,-4,-0.2,13,0.6,2,2
CCc1cccc(C)c1NC(=O)COC(=O)C1CC(=O)N(CCc2ccc(OC)c(OC)c2)C1 (stereo not drawn),-0.5,5,-3,3.7,nt,-2,nt,nt,nt,-6,3
CCCCn1c(N)c(N(CCOC)C(=O)CN2C(=O)NC3(CC(C)CC(C)(C)C3)C2=O)c(=O)[nH]c1=O (stereo not drawn),-4.6,2,3,3.1,nt,0,nt,1,nt,-13,17
CC1=C(C(=O)Nc2ccccn2)C(c2ccc(Br)cc2)n2ncnc2N1 (stereo not drawn),-3.9,-4,-16,4.0,nt,1,0.0,nt,0.2,-13,21
C/C=C/c1ccc(OCCn2nnc3ccccc32)c(OC)c1,-0.8,2,2,-2.5,-13,3,4.0,-19,2.5,3,4
O=C(O)c1ccc2nc(C(F)(F)F)[nH]c2c1,-0.1,8,0,0.6,0,5,-2.2,nt,-0.2,8,0
Cn1nnnc1SCC(=O)Nc1ccccc1-c1ccccc1,-4.2,-3,-26,0.9,-9,-3,-0.5,-14,2.1,1,19

# Screens from PubChem BioAssay.
